Screening results deposited in PubChem by NCI.
All columns: NCI-60 one-dose screen, growth in % after 48 h at 10 µM unless noted; 100 = growth as untreated, 0 = no growth, -100 = all killed.
SN12C: SN12C renal cancer cells | hit rate 3.8% among 81,000
PC-3: PC-3 prostate cancer cells; hit rate 3.9% among 80,000; AID 1794754
SF-539: SF-539 CNS cancer. hit rate 6.8% among 81,000. AID 1794752
UO-31: UO-31 renal cancer; AID 1794768; hit rate 5.2% among 81,000
DU-145: DU-145 prostate cancer. hit rate 4.2% among 81,000
U251: U251 CNS tumor cells. hit rate 5.4% among 80,000
SF-268: SF-268 CNS cancer cells. hit rate 3.1% among 82,000. AID 1794759
SF-295: SF-295 CNS cancer cells. hit rate 5.6% among 79,000. AID 1794758
786-0: 786-0 renal cancer cells | hit rate 5.1% among 81,000 | AID 1794775
* hit, by the source's call; . = not tested or not shown; & = joins results of further samples. The calls were made as follows: active = growth percent below 10; inactive = the rest.

SMILES | SN12C | PC-3 | SF-539 | UO-31 | DU-145 | U251 | SF-268 | SF-295 | 786-0
Clc1ccc2c(c1)NC1(CCSc3ccccc31)n1nccc1-2 (stereo unspecified) | 104 | 81 | 92 | 83 | 103 | 89 | 95 | 97 | 97
Cc1ccc(/C=C/C(=O)c2ccc(NC(=O)N3CCN(c4cc5c(cc4F)c(=O)c(C(=O)O)cn5C4CC4)CC3)cc2)cc1 | 102 | 103 | 99 | 81 | 108 | 105 | 96 | 100 | 99
CN(C(=O)C(Cl)Cl)c1ccc(OC(=O)c2ccco2)cc1 | 103 | 87 | 93 | 78 | 108 | 109 | 101 | 96 | 91
CCOC(=O)c1c(NC(=O)CSc2nnc(Cc3ccccc3Nc3c(Cl)cccc3Cl)n2-c2ccccc2)sc(C)c1C | 96 | 75 | 107 | 70 | 101 | 99 | 96 | 91 | 89
CCN(CC)CCOc1ccc(/C(=C(\C)Cc2ccc(Cl)cc2)c2ccc(Cl)cc2)cc1 | 87 | 78 | 91 | 83 | 93 | 75 | 101 | 99 | 91
O=C(O)/C=C/c1ccc2c(c1)CCC2 | 95 | 103 | 106 | 100 | 118 | 99 | 116 | 99 | 101
NC1NNC(=S)S1 (stereo unspecified) | 101 | 109 | 97 | 88 | 114 | 98 | 105 | 107 | 92
CCCCCCCCCc1ccc(O)c(Cl)c1 | 95 | 96 | 103 | 90 | 110 | 92 | 107 | 102 | 113
Clc1cc(Cl)c(Cl)c(-c2nnc(SCc3ccncc3Br)o2)c1 | 92 | 92 | 91 | 67 | 100 | 90 | 98 | 95 | 94
Cc1ccc(N)cc1S(=O)(=O)N(C)C | 105 | 97 | 102 | 88 | 108 | 94 | 106 | 104 | 107
CCCCCOC(=O)c1ccc(NC(=O)CNC(C)(C)C)cc1 | 101 | 70 | 100 | 72 | 105 | 97 | 101 | 101 | 82
O=C(NCc1ccc(Cn2c(=O)sn(CCCl)c2=O)cc1)OCc1ccc2c(Cl)cc(Cl)c(O)c2n1 | 63 | 68 | 90 | 18 | 71 | 60 | 65 | 56 | 92
NC(=O)[C@@H]1CC2CCC1C2 (stereo partly specified) | 114 | 91 | 92 | 100 | 50 | 96 | . | . | 101
NC(=S)c1ccccn1 | 99 | 89 | 103 | 84 | 100 | 94 | 98 | 101 | 101
COc1ccc(-c2cnc(-c3ccc(Cl)cc3)[nH]2)cc1OC | 92 | 81 | 96 | 95 | 79 | 102 | 78 | 111 | 100
O=C(O)c1cn(C2CC2)c2cc(N3CCN(C(=O)CCCN4C(=O)S/C(=C/c5cccc6ccccc56)C4=O)CC3)c(F)cc2c1=O | 76 | 102 | 90 | 52 | 78 | 92 | 70 | 97 | 81
COc1ccc(C2(c3ccccc3)c3ccccc3C(=O)c3ccccc32)cc1 | 91 | 71 | 102 | 83 | 102 | 84 | 89 | 96 | 95
C#Cc1cccc(Nc2nc3cc([N+](=O)[O-])ccc3nc2Nc2ccc(O)cc2)c1 | 25 | 2.9* | 22 | 15 | 23 | 2.6* | 27 | 1.7* | -12*
CSc1ccc(SC2c3ccc(O)cc3Oc3nc(N)c(C#N)c(N)c32)cc1 (stereo unspecified) | 46 | 47 | 53 | 63 | 98 | 61 | 54 | 62 | 82
CC1(C)CC(=O)C2=C(C1)OC1=C(C(=O)CC(C)(C)C1)C2c1ccc(OCc2cn(-c3ccc(F)cc3F)nn2)cc1 | 99 | 78 | 100 | 90 | 92 | 92 | 85 | 95 | 120
OCCOc1cc(Cl)c(Cl)cc1Cl | 103&101 | 89&86 | 101&103 | 104&88 | 122 | 111&102 | 106&103 | 100&100 | 100&106
CC(NC(=O)CCl)c1ccccc1 (stereo unspecified) | 110 | 95 | 104 | 99 | 103 | 103 | 98 | 102 | 104
Cn1cc(-c2nc(N)nnc2-c2ccccn2)c2cc(Cl)ccc21 | . | 89 | 86 | 77 | 105 | 91 | 81 | 86 | 93
CCOc1ccccc1/C=N\NC(=O)CCCCC(=O)N/N=C\c1ccccc1OCC | 92 | . | 78 | 85 | 104 | 118 | 100 | 82 | 125
O=C(Nc1ccncc1)C(=O)c1cn(S(=O)(=O)c2ccc(C(F)(F)F)cc2)c2ccccc12 | 86 | 97 | 88 | 84 | 99 | 94 | 107 | 52 | 98
CC1=C(C)C[C@@]2(Cc3c(ccc4ccccc34)C2=O)S(=O)C1 (stereo partly specified) | 105 | 95 | 106 | 75 | 104 | 101 | 99 | 102 | 107
COc1c(C(=O)/C=C/c2ccc(C)o2)c(O)cc2occc12 | 83 | 72 | 81 | 81 | 87 | 75 | 80 | 82 | 99
CCOC(=O)C1=CCC(n2ccc(=O)[nH]c2=O)O1 (stereo unspecified) | 106 | . | 94 | 106 | 113 | 103 | 107 | 122 | 90
ONC(=NCc1ccccc1)c1ccccc1 | 103 | 98 | 92 | 71 | 102 | . | 99 | 100 | 100
COC(=O)[C@@H](NS(=O)(=O)N(c1ccc(F)cc1)C1CCN(Cc2ccc(F)cc2)CC1)C(C)C | 105 | 79 | 106 | 83 | 104 | 107 | 95 | 115 | 86

Entries listed so far with an aryl methoxy group:
SMILES | SN12C | PC-3 | SF-539 | UO-31 | DU-145 | U251 | SF-268 | SF-295 | 786-0
COc1ccc(-c2cnc(-c3ccc(Cl)cc3)[nH]2)cc1OC | 92 | 81 | 96 | 95 | 79 | 102 | 78 | 111 | 100
COc1ccc(C2(c3ccccc3)c3ccccc3C(=O)c3ccccc32)cc1 | 91 | 71 | 102 | 83 | 102 | 84 | 89 | 96 | 95
COc1c(C(=O)/C=C/c2ccc(C)o2)c(O)cc2occc12 | 83 | 72 | 81 | 81 | 87 | 75 | 80 | 82 | 99

(listing goes on)
SMILES | SN12C | PC-3 | SF-539 | UO-31 | DU-145 | U251 | SF-268 | SF-295 | 786-0
CC1(C)CC(=O)C2=C(C1)OC1=C(C(=O)CC(C)(C)C1)C2c1ccccc1Cl | 106 | 86 | 98 | 64 | 110 | 101 | 88 | 108 | 115
C=CCn1c(O)c(N=NC(=O)Cc2c[nH]c3ccccc23)c2ccccc21 | 98 | 101 | 98 | 66 | 114 | 106 | 103 | 102 | 102
CC(=O)CCC(NC(C)=O)C(=O)O (stereo unspecified) | 105 | 82 | 98 | 98 | 111 | 94 | 104 | 98 | 91
COc1ccc(Nc2ncccc2NC(=O)c2cn(Cc3ccc(F)cc3)nn2)c(OC)c1 | 100 | 96 | 96 | 82 | 106 | 98 | 96 | 95 | 97
CCOC(=O)c1nnn(Cc2cc(=O)oc3cc(C)ccc23)c1C | 96 | 83 | 99 | 73 | 107 | 100 | 99 | 105 | 99
N#C/C(S)=C(/S)C#N | 96 | 95 | 103 | 84 | 107 | 101 | 105 | 98 | 99
O=C(N/N=C/c1cccs1)c1[nH]c2ccc(Br)cc2c1-c1ccccc1 | 46 | 26 | 2.2* | 49 | 21 | 19 | 35 | 16 | 12
CC1CCc2c(sc3nc(SCC(=O)c4cccc([N+](=O)[O-])c4)n(-c4ccccc4)c(=O)c23)C1 (stereo unspecified) | 57 | 82 | -11* | 92 | 63 | 18 | 73 | 74 | 57
Cc1ccc2nc(NC(=O)CSc3nc(-c4ccccc4)c(C#N)c(=O)n3Cc3ccccc3)sc2c1 | 92 | 72 | 90 | 67 | 103 | 88 | 92 | 95 | 99
COc1cc(/C=C/C(=O)c2c(C)oc3nc[nH]c(=O)c23)ccc1O | 97 | 103 | 98 | 84 | 116 | 103 | 100 | 99 | 102
CCCCC(CC)COC(=O)/C=C/c1cccc2c1C(=O)NC(C)(c1cc3cc(Br)ccc3oc1=O)N2 (stereo unspecified) | 62 | 30 | 81 | 32 | 62 | 58 | 62 | 50 | 69
O=C(O)c1ccc(-c2ccc(/C=N/NC(=O)c3[nH]c4ccc(Br)cc4c3-c3ccccc3)o2)cc1O | 106 | 100 | 100 | 93 | 107 | 86 | 91 | 97 | 105
O=C(Nc1ccc(NC(=O)c2cc(S(=O)(=O)Nc3ccc(F)cc3)c(O)c(O)c2O)cc1)c1cc(S(=O)(=O)Nc2ccc(F)cc2)c(O)c(O)c1O | 98 | 103 | 87 | 84 | 100 | 93 | 76 | 103 | 102
c1ccc(-c2nn(-c3ccccc3)[n+](-c3cccc4ccccc34)n2)cc1 | 33 | 6.6* | 26 | 69 | 29 | 18 | 26 | 17 | 42
COc1ccc(C2=NN3C(C2)c2ccccc2OC32C(=O)Nc3ccc(Br)cc32)cc1 (stereo unspecified) | 99 | . | 91 | 70 | 113 | 98 | 100 | 104 | 108
CCOC(=O)C1=C(N)N(c2ccc(C)cc2)C2=C(C(=O)CC(C)(C)C2)C1c1ccc(OC)cc1 (stereo unspecified) | 100 | 100 | 106 | 97 | 120 | 105 | 106 | 110 | 100
COc1ccc(-c2cs/c(=N\N=C\c3ccc(C#N)cc3)n2-c2ccccc2)cc1 | 91 | 82 | 92 | 76 | 90 | 101 | 93 | 93 | 110
CCOC(=O)C1=C(C)n2nc(CC#N)c(C#N)c2NC1c1ccc(N(C)C)cc1 (stereo unspecified) | 101 | 91 | 96 | 74 | 97 | 103 | 85 | 98 | 104
COc1cc(C(=O)NNC(=O)c2ccc(NC(=O)CCl)cc2)cc(OC)c1OC | 66 | 66 | 92 | 80 | 91 | 11 | 77 | 94 | 95
NC(=O)C(Cc1cc(I)c(O)c(I)c1)NC(=O)c1ccccc1 (stereo unspecified) | 97 | 92 | 106 | 81 | 118 | 100 | 107 | 109 | 105
COC(=O)c1c2c(c(C)[n+]([O-])c1C)C(=O)C(NCc1ccc(F)c(Cl)c1)=CC2=O | -0.1* | 5.9* | 3.3* | 42 | 36 | -20* | 9.3* | 39 | -93*
COc1cc(/C=C/C(=O)Nc2ccc3c(c2)/C(=C\c2cccn2C)C(=O)N3)cc(OC)c1OC | 41 | 60 | 57 | 28 | 63 | 52 | 69 | 38 | 55
O=C1CC(c2ccc(I)cc2)OC2C=Cc3ccccc3C12 (stereo unspecified) | 99 | 101 | 106 | 86 | 106 | 99 | 114 | 100 | 99
Cn1cnc([N+](=O)[O-])c1/C=C1\Oc2ccccc2C1=O | 103 | 100 | 100 | 68 | 124 | 99 | 104 | 97 | 106
O=C1CC(c2ccc([N+](=O)[O-])cc2)=Nc2ccccc2N1 | 100 | 105 | 104 | 88 | 121 | 98 | 110 | 102 | 112
CC1CCCC1C(=O)O (stereo unspecified) | 100 | 105 | 95 | 93 | 106 | 87 | 99 | 101 | 99
CCCCN1C(=O)c2cccc3c(OC)cc(/C=C/C(=O)OC)c(c23)C1=O | 80 | 60 | 95 | 50 | 90 | 92 | 85 | 89 | 94
COC(=O)C(CSCc1ccccc1)NC(=O)CCNC(=O)OCc1ccccc1 (stereo unspecified) | 113 | 101 | 99 | 95 | 120 | 92 | 103 | 101 | 99
NCCNC(=O)c1cccc(COc2ccccc2NC(=O)c2cc(Cl)c(Cl)[nH]2)c1 | 100 | 102 | 98 | 92 | 93 | 89 | 90 | 105 | 90
COc1ccc(-c2cc(Cc3ccc(O)c(OC)c3)c(=O)[nH]n2)cc1 | 89 | 92 | 92 | 76 | 103 | 88 | 93 | 97 | 97
CC12CCC3C4(C)COC(c5ccc(F)cc5)OC4CCC3(C)C1CC(C1=CCOC1=O)O2 (stereo unspecified) | 91 | 78 | 92 | 65 | 98 | 97 | 96 | 93 | 94
O=C(/C=C/c1cccc(O)c1)c1ccc(O)cc1 | 66 | 65 | 43 | 73 | 16 | 43 | 90 | 98 | 85
COC(=O)Cc1nc2c(N)nc(N)nc2[nH]c1=O | 87 | 97 | 105 | 87 | 110 | 99 | 108 | 124 | 96
c1ccc2cc(C[n+]3ccn(CCCCCCCCCCn4cc[n+](Cc5ccc6ccccc6c5)c4)c3)ccc2c1 | 4.2* | 7.0* | 10 | 77 | 28 | 12 | 14 | 17 | 36
CCCCCCCCCCCCNC(=S)N/N=C/c1ccccc1Cl | 97 | 96 | 112 | 90 | 100 | 109 | 110 | 95 | 106
COC(=O)c1ccc(O)c(CN(C)C)c1 | 102 | 100 | 104 | 87 | 101 | 91 | 97 | 102 | .
Nc1ccccc1CCc1ccccc1N | 83 | 80 | 98 | 73 | 108 | 90 | . | 100 | 104
COc1ccc(C2C(C#N)=C(N)Oc3cc(O)ccc32)cc1 (stereo unspecified) | 88 | 89 | 96 | 81 | 105 | 99 | 101 | 96 | 109
O=C(Cn1c(=O)sc2ccccc21)NNS(=O)(=O)c1ccccc1 | 106 | 103 | 100 | 85 | 110 | 102 | 102 | 110 | 104
CCCN1C(=O)/C(=C\C(=O)c2cc3ccccc3oc2=O)c2ccccc21 | 98 | 94 | 97 | 64 | 110 | 98 | 108 | 100 | 103

In a second layout: entries from further up.
Order of values – SN12C, PC-3, SF-539, UO-31, DU-145, U251, SF-268, SF-295, 786-0
- COC(=O)c1ccc(O)c(CN(C)C)c1
 : 102, 100, 104, 87, 101, 91, 97, 102, .
- Nc1ccccc1CCc1ccccc1N
 : 83, 80, 98, 73, 108, 90, ., 100, 104
- COc1ccc(C2C(C#N)=C(N)Oc3cc(O)ccc32)cc1 (stereo unspecified)
 : 88, 89, 96, 81, 105, 99, 101, 96, 109
- O=C(Cn1c(=O)sc2ccccc21)NNS(=O)(=O)c1ccccc1
 : 106, 103, 100, 85, 110, 102, 102, 110, 104
- CCCN1C(=O)/C(=C\C(=O)c2cc3ccccc3oc2=O)c2ccccc21
 : 98, 94, 97, 64, 110, 98, 108, 100, 103

Only DU-145 and SN12C, for 2 of the compounds above:
| Compound | DU-145 | SN12C |
| --- | --- | --- |
| COC(=O)Cc1nc2c(N)nc(N)nc2[nH]c1=O | 110 | 87 |
| c1ccc2cc(C[n+]3ccn(CCCCCCCCCCn4cc[n+](Cc5ccc6ccccc6c5)c4)c3)ccc2c1 | 28 | 4.2* |
